Screening results: PubChem, several laboratories
NSD2 HMT inh: NSD2 histone methyltransferase inhibitors, primary screen, biochemical, AlphaScreen, single concentration, set 2; NSD2 peptide methylation, 120 min; inhibition, % at 12.5 µM; 0.54% of 310,000 active; AID 743445, 2014; in the data active means inhibition above about 50%
CAL PDZ FP-1: untagged CAL PDZ binding inhibitors, primary screen, biochemical, fluorescence polarization, HTS. Golgi-associated PDZ and coiled-coil motif-containing protein (Homo sapiens), Q9HD26. 0.92% of 300,000 active. AID 602252, 2012. inhibition, % at 24.9 µM. purified CAL PDZ, TMR-peptide fluorescence polarization, 1 h;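 active means mean inhibition of at least 30% with at least half of replicates also reaching 30%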;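 further: 0% = DMSO neutral control and 100% = excess unlabeled competitor peptide PRC23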
V-ATPase pH: regulators of yeast V-ATPase proton pumping, primary screen, pHLuorin cytosolic pH fluorescence | S. cerevisiae | response, % at 10 µM | 0.37% of 350,000 active | AID 504577, 2011; in the data active means response mostly above about 7.3%, no sharp cut-off; inactive means mostly below about 5.4%; further: actives read high; inactives centre near 0; some compounds called inactive have numbers as strong as hits
Cardiac RTF inh: cardiac RTF calcium sensitivity inhibitors, primary screen, biochemical, IANBD-TnC fluorescence, EC70 calcium; inhibition, % at 7.15 µM; 0.12% of 340,000 active; Troponin I, cardiac muscle (Homo sapiens) + Troponin T, cardiac muscle (Homo sapiens) + …; IANBD-labeled cardiac RTF, Ca2+ fluorescence;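 active means inhibition above the mean inhibition of all tested compounds plus 3 SD, cut at about 17% in these data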;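 further: assay run at fixed EC70 calcium of 1.6 mM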
Arr AP2 block: inhibitors of beta-arrestin/AP2 binding, primary screen, biochemical, GPCR trafficking, flow cytometry; beta-arrestin 1 C-terminal peptide binding to AP2 beta2-adaptin appendage (human); FITC-arrestin peptide / GST-AP2 beads; AP2 beta2 appendage carries R879A mutation; inhibition, % at 10 µM; 0.31% of 340,000 active;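 active means inhibition above a set limit, near 3 SD of compounds lacking own fluorescence, cut at about 54% in these data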;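 further: plate controls were DMSO wells for no effect and 5 µM unlabelled arrestin peptide for full effect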
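System: GST-tagged AP2 beta2-adaptin appendage (R879A) on 4 µm glutathione beads / Reagent: FITC-arrestin peptide, 50 nM / Detection: HyperCyt-sampled flow cytometry, FL1 channel, ex 488/em 535 nm / Timing: 12 min plus 1 h, RT / Buffer or medium: PBS plus Tween 20 (0.05%) and BSA (0.1%)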
CAL PDZ FP-2: CAL PDZ peptide-binding inhibitors, primary screen, biochemical, fluorescence polarization, Cer-tagged CAL PDZ, HTS | Golgi-associated PDZ and coiled-coil motif-containing protein (Homo sapiens), Q9HD26 | purified CAL PDZ, TMR-peptide fluorescence polarization, 1 h | inhibition, % at 20 µM | 0.02% of 330,000 active | AID 504414, 2011;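 active means highest replicate inhibition of at least 40%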;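 further: plate controls were DMSO neutral control wells for no effect and unlabeled competitor peptide control wells for full effect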
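Read-out basis: mP drop reported as inhibition | Assay system: Tagged CAL PDZ protein CerCALP, purified | Benchmarks: Unlabelled peptide for full inhibition, DMSO wells as neutral | Schedule: 1 h incubation at room temperature before polarization reading | Buffer or medium: Sodium phosphate/NaCl buffer pH 7.4 with TCEP, IgG, Thesit | Doses: Single point, 20 µM | Measured by: Fluorescence polarization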
C-LANA FP: inhibitors of KSHV C-LANA binding to DNA, primary screen, biochemical, fluorescence polarization, FAM-LBS DNA, MBP-C-LANA, single point; Kaposi's sarcoma herpesvirus LANA C-terminal domain (residues 932-1162) DNA binding; inhibition, % at 9 µM; 0.078% of 340,000 active; AID 504423, 2011;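 active means highest replicate inhibition at or above 60% at 9 µM, even if other replicates fall short; inactive means all replicates below 60% inhibition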;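 further: 0% = neutral control wells and 100% = 4 µM acridine orange control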
Pemphigus Ab inh: inhibitors of pemphigus antibody binding to DSG3, primary screen, biochemical, bead-based, flow cytometry, scFv-GFP | binding (percent of control), % at 10 µM | DSG3-coupled beads, scFv-anti-DSG3-GFP binding; hits give low values | 0.48% of 310,000 active | AID 588358, 2011;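 active means binding more than 3 SD below its plate's average and above zero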;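 further: hits lower antibody fragment binding to DSG3; some compounds called inactive have numbers as strong as hits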
DAGLB inhibitor: DAGLB lipase inhibitors, primary screen, biochemical, fluorescence, HTS. Diacylglycerol lipase-beta (Homo sapiens), Q8NCG7. HEK293T DAGLB membrane lysate, EnzChek fluorogenic substrate. inhibition, % at 5.17 µM. 0.059% of 340,000 active; in the data active means inhibition above about 34%;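 further: 0% = enzyme with vehicle and 100% = wells lacking enzyme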
Keap1 Nrf2 FP: Keap1-Nrf2 protein-protein interaction inhibitors, primary screen, biochemical, fluorescence polarization, single point; Keap1 Kelch-Nrf2 peptide fluorescence polarization, 1536-well; inhibition, % at 9.4 µM; 0.15% of 340,000 active; Kelch-like ECH-associated protein 1 (Homo sapiens), Q14145; in the data active means inhibition above about 12%;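 further: human Keap1 Kelch domain with fluorescein labeled Nrf2 9mer peptide probe; 0% = neutral control wells and 100% = peptide positive control; higher means more block of Keap1 binding to Nrf2 peptide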
Target sequence (Q14145 whole entry, looked up, the tested form may be a part): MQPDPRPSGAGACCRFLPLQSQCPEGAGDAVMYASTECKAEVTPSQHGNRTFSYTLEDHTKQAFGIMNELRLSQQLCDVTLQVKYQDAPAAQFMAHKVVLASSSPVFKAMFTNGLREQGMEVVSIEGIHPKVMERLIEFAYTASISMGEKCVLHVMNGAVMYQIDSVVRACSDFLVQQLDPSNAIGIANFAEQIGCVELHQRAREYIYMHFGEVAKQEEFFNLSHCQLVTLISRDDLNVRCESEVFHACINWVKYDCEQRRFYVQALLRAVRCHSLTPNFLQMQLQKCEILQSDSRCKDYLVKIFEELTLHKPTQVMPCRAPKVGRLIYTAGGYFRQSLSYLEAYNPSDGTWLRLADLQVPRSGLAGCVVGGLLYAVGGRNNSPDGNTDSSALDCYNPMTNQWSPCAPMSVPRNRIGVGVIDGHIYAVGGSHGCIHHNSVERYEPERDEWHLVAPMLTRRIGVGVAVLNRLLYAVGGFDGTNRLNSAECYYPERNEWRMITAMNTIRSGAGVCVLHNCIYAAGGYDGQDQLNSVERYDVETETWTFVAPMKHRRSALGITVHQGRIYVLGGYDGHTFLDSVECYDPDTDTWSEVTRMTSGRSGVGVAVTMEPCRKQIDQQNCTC
Numbers without * were called inactive; / = no result given. Some of the compounds tested, so the mix of outcomes need not match the whole.

SMILES	NSD2 HMT inh	CAL PDZ FP-1	V-ATPase pH	Cardiac RTF inh	Arr AP2 block	CAL PDZ FP-2	C-LANA FP	Pemphigus Ab inh	DAGLB inhibitor	Keap1 Nrf2 FP
CCCCN(C)C(=O)CS(=O)(=O)Cc1nc(-c2cccc(OC)c2)oc1C	/	/	3	-6	21	0.5	-0.6	84	-1	-5
Cc1ccc(-c2noc(CN3CCC(C(N)=O)CC3)n2)cc1	6	-4	0	-10	32	-0.8	-0.1	104	2	-5
OC(COCCC12CC3CC(CC(C3)C1)C2)CN1CCCCC1 (configuration not stated)	1	-2	-2	1	-9	-2.9	0.0	97	-2	-1
COc1ccccc1-n1c(-c2ccc(NS(C)(=O)=O)cc2)n[nH]c1=S	0	-3	-2	-2	23	-0.1	1.7	102	-1	-2
COc1cccc(NC(=O)COC(=O)C2CCCCC2)c1	-2	-1	-1	3	13	0.2	0.5	/	-6	-4
O=S(=O)(c1cccc(C(F)(F)F)c1)N1CCN(c2cnccn2)CC1	0	0	3	-12	9	-2.2	-1.8	99	1	-6
COc1ccc(/C=C/C(=O)c2ccc[nH]2)c(OC)c1OC	8	-7	-2	-3	2	-1.5	-1.3	99	0	2
Cc1cc(CN2CCN(CCC#N)CC2)c(O)c(C2(C)CCCCC2)c1	-1	-6	1	0	3	-1.1	-1.4	101	-2	-3
COc1ccccc1/C=C/c1nc2ccccc2c(=O)o1	0	5	-1	3	33	-2.1	-1.9	118	1	-1
CCCC[C@@H]1CNC(=S)N1CCCc1cc(OC)c(OC)c(OC)c1	/	-3	-2	-8	-11	-0.1	1.0	97	1	-4
CCOC(=O)N1CCN(C(=O)C2CCN(C(=O)c3cc4sccc4n3CC)CC2)CC1	/	10	6	-1	-2	1.4	-1.4	106	1	-1
CCOC(=O)c1[nH]ncc1CN1CCC(Cc2ccccc2)(C(=O)OCC)CC1	0	-4	7	-5	-14	0.4	1.0	113	1	-2
O=C(NCC(F)(F)F)Nc1ncccn1	0	-1	4	0	-1	-0.1	-0.3	/	-4	5
CCN(c1ccccc1)S(=O)(=O)c1cccc(C(=O)OCc2nc3sc(C)c(C)c3c(=O)[nH]2)c1	/	-2	8	-9	-6	-1.7	-0.3	105	2	-2
CCOC(=O)c1c(NC(=O)Cn2nnc3ccccc32)sc2c1CCC(C)C2 (configuration not stated)	-3	-2	-3	-4	-6	-2.6	1.3	/	-7	-1
Cc1noc(C)c1-c1csc(N2CCC(C(N)=O)CC2)n1	/	2	0	2	-7	0.7	1.4	103	-2	2
C=CCn1c(O)c(N=NC(=O)CNC(=O)c2cccs2)c2ccccc21	3	-3	-1	-3	0	-3.8	-1.0	91	2	1
CCOC(=O)C1CCCN(C(=O)c2ccc(-c3ccc([N+](=O)[O-])cc3)o2)C1 (configuration not stated)	2	-3	3	-6	6	-1.1	1.4	89	1	-9
CCS(=O)(=O)c1ccc(C(=O)Nc2ccccc2OC)c(Cl)c1Cl	-2	/	-2	-3	-26	4.7	-1.6	105	2	-2
CCCN(CCO)Cc1ccc(Cl)c(Cl)c1	-3	/	-3	0	27	0.1	0.1	94	-1	-1

Fetched by structure from above:
SMILES	NSD2 HMT inh	CAL PDZ FP-1	V-ATPase pH	Cardiac RTF inh	Arr AP2 block	CAL PDZ FP-2	C-LANA FP	Pemphigus Ab inh	DAGLB inhibitor	Keap1 Nrf2 FP
CCCC[C@@H]1CNC(=S)N1CCCc1cc(OC)c(OC)c(OC)c1	/	-3	-2	-8	-11	-0.1	1.0	97	1	-4
COc1ccccc1/C=C/c1nc2ccccc2c(=O)o1	0	5	-1	3	33	-2.1	-1.9	118	1	-1
Cc1ccc(-c2noc(CN3CCC(C(N)=O)CC3)n2)cc1	6	-4	0	-10	32	-0.8	-0.1	104	2	-5

(next part)
SMILES	NSD2 HMT inh	CAL PDZ FP-1	V-ATPase pH	Cardiac RTF inh	Arr AP2 block	CAL PDZ FP-2	C-LANA FP	Pemphigus Ab inh	DAGLB inhibitor	Keap1 Nrf2 FP
CC(C)N1C(=O)/C(=C\c2nc3ccccc3c(=O)n2-c2ccccc2)c2ccccc21	5	-2	0	-11	7	-0.6	1.3	103	19	2
COc1ccc(C2CC(=O)C(C=NCCO)=C(O)C2)cc1 (configuration not stated)	-1	2	4	-10	3	0.6	4.4	118	-2	1
CCCCNC(=O)c1onc(CSc2cc(C)ccc2C)c1C(=O)O	/	-6	-1	-7	3	-0.9	1.1	112	10	-6
CCC(=O)NC(=S)Nc1ccc(NC(=O)CC)cc1	-1	4	-1	5	24	0.2	1.3	99	1	-2
O=C(O)CCC(=O)NC(c1ccccc1)c1ccccc1	-1	1	5	7	13	-0.4	0.6	98	-2	6
O=C(CSc1nnc(-c2c[nH]c3ccccc23)o1)N1CCCCC1	0	-1	1	4	-11	-3.2	1.2	103	-1	-2
Cn1nnnc1SCc1nnc(-c2ccc(F)cc2)o1	-1	-1	-1	-2	-9	-0.2	0.7	/	-2	3
Cc1ccc(C(C)C)c(OCc2ccc(C(=O)N/N=C/c3ccc(C(=O)O)cc3)cc2)c1	11	4	-5	-4	6	-5.6	0.0	106	-3	0
FC(F)(F)c1cccc(NC(=S)N2CCN(c3ccccc3)CC2)c1	0	-1	3	-19	5	0.0	0.5	82	-6	2
CC(=O)c1cccc(-n2c(CCC(=O)O)ccc2-c2ccc(C)cc2)c1	3	-8	5	1	30	-0.2	-2.6	104	3	0
Cc1ccc(NC(=O)CN(C)CC(=O)Nc2ccc(N3CCOCC3)cc2)cc1F	25	-6	-3	1	5	-0.2	-0.1	106	4	-3
COc1cc(NS(=O)(=O)c2ccc(NC(=O)c3ccco3)cc2)nc(OC)n1	-1	/	-2	-2	26	-1.9	0.4	98	0	-3
Cn1nc(C(=O)NCc2cccc(Cl)c2)c2c1-c1ccccc1S(=O)(=O)C2	1	-1	7	-10	-1	-2.6	0.7	/	4	1
CS(=O)(=O)Nc1ccc(S(=O)(=O)N2CCOCC2)cc1	-5	-13	0	3	-4	0.6	2.2	102	0	3
O=C(NNC(=O)c1ccco1)c1cccc([N+](=O)[O-])c1	0	0	-1	-1	-3	-0.5	1.6	/	-5	-7
CCC(C(=O)NCCCN1CCN(C)CC1)n1nc(C)c2sc3ccccc3c2c1=O (configuration not stated)	3	-1	15	-5	6	-3.8	-1.3	106	1	-2
Cc1ccc(NCc2n[nH]c(=S)n2-c2cccc(Cl)c2)cc1	-3	-4	-3	-8	-22	-2.1	0.1	100	9	1
O=[N+]([O-])c1ccc(/C=N/Nc2cc(Cl)nc(-c3ccccc3)n2)cc1	-2	-3	1	-1	0	-0.3	-0.4	101	1	-3
CN(C)S(=O)(=O)c1cc([N+](=O)[O-])ccc1N1CCCCCC1	13	2	1	-6	-8	-2.4	0.1	100	-3	-5
COc1ccc(N=C2SC(CC(=O)Nc3ccccc3)C(=O)N2CCN2CCOCC2)cc1 (configuration not stated)	-3	-5	0	-6	0	-0.8	1.5	101	-3	-7
Fc1ccc(-c2nc3c(Cl)cc(C(F)(F)F)cn3c2Cl)cc1	-1	1	1	-15	1	-0.1	5.2	/	-6	3
CCN1C(=NCc2ccc(OC)cc2)N[C@@H](CCc2ccccc2)[C@H](C(=O)NCc2ccc(OC)cc2)[C@H]1C	/	-1	-4	-7	-6	-0.9	-3.2	111	-1	-2
COc1ccc(CNC(=O)c2cccc(-c3ccc(C)c4ccccc34)n2)cc1	/	7	0	-15	-2	-1.8	-1.4	111	-8	-9
O=C(CCCOc1ccc(Cl)cc1Cl)NCCc1ccccn1	0	-1	-5	-15	15	-2.1	-0.3	115	1	-2
COc1ccc(C(=O)NCC(c2ccco2)N2CCCCC2)cc1S(=O)(=O)Nc1ccc(C)cc1 (configuration not stated)	0	0	2	-5	30	0.0	1.3	122	3	0
Cc1cccc(-c2cc(C(=O)Nc3ccncc3)c3ccccc3n2)c1	0	-3	0	-4	-4	0.1	0.3	103	2	3
Cn1c(=O)n(C)c2cc(NC(=O)CSc3nc4ccccc4c(=O)[nH]3)ccc21	3	/	-5	-6	-1	-1.2	-1.5	130	-1	-2
COc1ccc(C(CNC(=O)c2ccc(NS(=O)(=O)c3ccc(F)cc3)cc2)N2CCOCC2)cc1 (configuration not stated)	-7	-1	-1	-5	4	-3.0	-0.1	103	-1	0
COc1ccc(-c2csc(NC(=O)c3ccc(N4C(=O)CCC4=O)cc3)n2)cc1OC	-4	19	3	-1	22	-0.2	-0.2	111	0	1
CCOc1ccc(NC(=O)C(C)O)c(NS(=O)(=O)c2ccc(CCNC(C)=O)cc2)c1 (configuration not stated)	0	-3	0	-7	2	-0.3	2.4	100	0	-6

One compound at a time, from the list above.
Entry for Fc1ccc(-c2nc3c(Cl)cc(C(F)(F)F)cn3c2Cl)cc1 = NSD2 HMT inh = -1; CAL PDZ FP-1 = 1; V-ATPase pH = 1; Cardiac RTF inh = -15; Arr AP2 block = 1; CAL PDZ FP-2 = -0.1; C-LANA FP = 5.2; Pemphigus Ab inh = /; DAGLB inhibitor = -6; Keap1 Nrf2 FP = 3
Entry for O=C(CCCOc1ccc(Cl)cc1Cl)NCCc1ccccn1 = NSD2 HMT inh = 0; CAL PDZ FP-1 = -1; V-ATPase pH = -5; Cardiac RTF inh = -15; Arr AP2 block = 15; CAL PDZ FP-2 = -2.1; C-LANA FP = -0.3; Pemphigus Ab inh = 115; DAGLB inhibitor = 1; Keap1 Nrf2 FP = -2

An excerpt from above in order of their number in Cardiac RTF inh, rising:
smiles	Cardiac RTF inh
Cn1nc(C(=O)NCc2cccc(Cl)c2)c2c1-c1ccccc1S(=O)(=O)C2	-10
CCCC[C@@H]1CNC(=S)N1CCCc1cc(OC)c(OC)c(OC)c1	-8
CCN1C(=NCc2ccc(OC)cc2)N[C@@H](CCc2ccccc2)[C@H](C(=O)NCc2ccc(OC)cc2)[C@H]1C	-7
COc1ccc(C(CNC(=O)c2ccc(NS(=O)(=O)c3ccc(F)cc3)cc2)N2CCOCC2)cc1 (configuration not stated)	-5
CC(=O)c1cccc(-n2c(CCC(=O)O)ccc2-c2ccc(C)cc2)c1	1
